High-throughput results from PubChem BioAssay.
Rad51 HR inh = human RAD51 strand exchange inhibitors, primary screen, biochemical, fluorescence | DNA repair protein RAD51 homolog 1 (Homo sapiens), Q06609 | hRad51 DNA strand exchange, fluorescence dequenching | inhibition, % at 10 µM | 0.085% of 200,000 active;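 active = inhibition above 40% at the single screening dose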;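 note: 0% = DMSO control wells and 100% = blanks with heterologous ssDNA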
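Test system: preformed human Rad51 ssDNA filaments. Compound dosing: single dose, 10 µM final compound. Incubation: filaments 15 min 37 °C, then compound 30 min. Technique: FRET fluorescence dequenching, excitation 485 nm, emission 520 nm. Read-out basis: percent inhibition from fluorescence, normalised to plate control and blank means. Benchmarks: plate controls and plate blanks.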
FXIIa inh = human FXIIa protease inhibitors, primary screen, biochemical, 1536-well. Coagulation factor XII (Homo sapiens), P00748. purified FXIIa, Boc-QGR-AMC fluorogenic substrate, 2 h. inhibition, % at 5 µM. 0.3% of 220,000 active. AID 800, 2007; in the data active = inhibition above about 40%;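 note: 0% = enzyme with no compound and 100% = blank without enzyme; many of its hits are not listed in these tables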
L929 necroptosis = inhibitors of zVAD-triggered necroptosis, primary screen, L929 cells. L929 zVAD necroptosis rescue, ATP luminescence, 24 h; with zVAD 60 µM. viability rescue, % at 10 µM. 0.38% of 220,000 active;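 active = activation, scaled between plate controls, above about 75%, limit read from the data; inactive = activation under that limit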;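 note: 0% = zVAD with DMSO and 100% = DMSO alone without zVAD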
Hck Nef HTS = inhibitors of Nef-activated human Hck kinase, primary screen, biochemical, Z-Lyte FRET, 384-well, Hck-YEEI; Recombinant Hck-YEEI plus Nef, Z-Lyte FRET kinase assay; AID 463187, 2010; inhibition, % at 20 µM; 0.68% of 220,000 active;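 active = Hck-Nef kinase inhibition above about 50%, limit read from the data; inactive = inhibition below that limit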;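 note: 0% = DMSO with Hck plus Nef and 100% = Hck alone without Nef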
KLK5 inh = human KLK5 protease inhibitors, primary screen, biochemical, 1536-well; Kallikrein-5 (Homo sapiens), Q9Y337; recombinant hK5, fluorogenic AMC substrate cleavage; inhibition, % at 5 µM; 0.59% of 210,000 active; AID 873, 2007;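 active = inhibition of 40% or more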;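 note: 0% = enzyme controls without compound and 100% = no-enzyme blanks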
Target sequence (Q9Y337 67-293 limits assumed): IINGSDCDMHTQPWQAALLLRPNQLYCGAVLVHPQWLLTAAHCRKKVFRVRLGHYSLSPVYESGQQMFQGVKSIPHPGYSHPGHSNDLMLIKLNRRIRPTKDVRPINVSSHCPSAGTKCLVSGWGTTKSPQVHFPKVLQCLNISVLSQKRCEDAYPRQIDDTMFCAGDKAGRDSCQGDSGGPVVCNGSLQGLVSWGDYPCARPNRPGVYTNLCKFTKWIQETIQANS
KCC2 mod = KCC2 cotransporter modulators, thallium flux, primary screen, cell-based, HEK293 KCC2, FluoZin-2 fluorescence, MLSMR; B-score of Tl+ flux slope (higher = more flux/activation; lower = inhibition) at 10 µM; 2.2% of 190,000 active; KCC2 cells, thallium flux FluoZin-2 fluorescence;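 active = thallium flux slope and its plate-corrected score both differing from the plate sample mean at a set confidence after two filtering rounds, in either direction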;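 note: slope of fluorescence scaled to starting intensity during 10 to 20 s after thallium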
FXIa inh 1536 = human FXIa protease inhibitors, primary screen, biochemical, 1536-well; Coagulation factor XI (Homo sapiens), P03951; purified FXIa, Boc-Glu-Ala-Arg-AMC fluorogenic substrate; inhibition, % at 5 µM; 0.14% of 220,000 active; AID 798, 2007;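 active = inhibition of at least 40%; inactive = inhibition below 40%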;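 note: fluorescence of freed AMC excited at 355 nm; 0% = enzyme without compound and 100% = no enzyme blank; many of its hits are not listed in these tables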
Target sequence (P03951 19-387 limits assumed): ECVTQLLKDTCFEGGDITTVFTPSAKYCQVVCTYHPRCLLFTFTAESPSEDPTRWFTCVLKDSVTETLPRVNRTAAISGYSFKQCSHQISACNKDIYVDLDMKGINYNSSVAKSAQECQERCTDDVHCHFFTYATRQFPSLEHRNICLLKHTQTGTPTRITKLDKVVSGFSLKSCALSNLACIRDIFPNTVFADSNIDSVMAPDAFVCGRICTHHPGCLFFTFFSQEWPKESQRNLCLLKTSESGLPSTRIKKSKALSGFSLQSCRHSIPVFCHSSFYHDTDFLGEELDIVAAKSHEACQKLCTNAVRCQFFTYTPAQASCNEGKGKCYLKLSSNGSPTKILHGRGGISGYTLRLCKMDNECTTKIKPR
Target sequence (P03951 388-625 limits assumed): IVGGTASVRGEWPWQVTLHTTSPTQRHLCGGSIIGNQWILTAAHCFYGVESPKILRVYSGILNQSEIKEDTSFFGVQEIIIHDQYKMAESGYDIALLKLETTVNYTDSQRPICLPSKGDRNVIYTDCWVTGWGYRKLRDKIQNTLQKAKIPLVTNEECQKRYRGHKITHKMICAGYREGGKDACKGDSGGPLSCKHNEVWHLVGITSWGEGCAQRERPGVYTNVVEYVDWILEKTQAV
TNF necrop inh = inhibitors of TNF-alpha triggered necroptosis, primary screen, cell-based, Jurkat FADD-/-, single concentration. 0.068% of 220,000 active. Jurkat FADD-/- TNF necroptosis rescue, ATP luminescence, 24 h; 0 = TNF only, 100 = no-TNF cells. activation (protection from cell death), % at 10 µM;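 active = activation, meaning protection from cell death, of at least 50% relative to plate controls; inactive = activation below 50%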;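 note: necroptosis triggered by 40 ng/mL TNF-alpha added together with compound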
Thrombin inh = human alpha-thrombin inhibitors, primary screen, counter-screen for coagulation protease inhibitor project, biochemical, 1536-well, fluorogenic AMC substrate. Boc-VPR-AMC fluorogenic substrate cleavage. inhibition, % at 5 µM. 0.26% of 220,000 active. AID 1046, 2008;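 active = inhibition at or above 40%; inactive = inhibition below 40%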;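 note: 0% = enzyme with no compound and 100% = wells without enzyme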
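System: human alpha-thrombin protein; Compound dosing: one concentration per compound, 5 µM, with 0.2% DMSO; Timing: reaction at room temperature; Technique: AMC fluorescence, 355/460 nm; Controls: enzyme without compound as high, wells lacking enzyme as low.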
* marks the source's active call; other numbers are inactive results; . = not tested or not shown.

SMILES | Rad51 HR inh | FXIIa inh | L929 necroptosis | Hck Nef HTS | KLK5 inh | KCC2 mod | FXIa inh 1536 | TNF necrop inh | Thrombin inh
COc1ccc2c(C)nc(Nc3nc(C)c(C)c(=O)[nH]3)nc2c1 | -3 | 13 | 113* | -3 | 3 | 0.075 | 3 | -19 | -3
CCOC(=O)CSc1nc(-c2ccccc2)nc2c1oc1ccccc12 | -4 | -8 | 0.0 | 1 | 16 | 0.8 | -9 | -0.6 | -7
C=CCn1c(CCC(=O)Nc2ccc(C)c(Cl)c2)nnc1SCC(=O)Nc1ccccc1C | -4 | 8 | 1.3 | 0 | -8 | . | -6 | -4.3 | -4
CCC(C)c1c(O)nc(SCC(=O)N2CCOCC2)[nH]c1=O (stereo not drawn) | 1 | 10 | 0.5 | 0 | 0 | . | 2 | -0.2 | -5
COc1ccc(OC)c(-c2csc(NC(=O)C3=NN(c4ccccc4)C(=O)CC3)n2)c1 | -1 | 11 | 5.2 | 2 | 3 | -0.18 | 2 | -3.1 | 1
O=c1c2[nH]c3ccccc3c2ncn1CCN1CCNCC1 | -1 | 12 | -0.1 | 0 | -17 | 0.77 | 8 | -0.8 | -2
CCNC(=S)NNC(=O)CSc1nc2ccccc2n1C | -1 | 0 | 0.9 | 3 | 0 | 0.12 | 0 | -0.2 | -8
Cc1ccc(N2C(N)=NC(N)=NC23CCCC3)c(C)c1 | 10 | 13 | -0.7 | 11 | -47 | 0.37 | 13 | 1.6 | 1
Cc1onc(-c2ccccc2)c1C(=O)c1c[nH]c(C(=O)NCc2ccccn2)c1 | 3 | 10 | 2.2 | 21 | 3 | -0.095 | 0 | 2.1 | -3
CNC(=O)COc1ccc(Nc2nnc(C)c3ccccc23)cc1 | 14 | 10 | -0.8 | 16 | -1 | . | 3 | 0.6 | -2
Cc1ccccc1N(CC(=O)N/N=C/c1ccccc1Cl)C(=O)c1ccccc1 | 2 | -3 | -0.3 | 1 | 14 | -0.28 | -7 | 0.2 | -6
O=c1[nH]cnc2sc3c(c12)CCN(Cc1ccccc1)C3 | -4 | 8 | 0.2 | 2 | -6 | 0.61 | -2 | 1.9 | -3
CC(C)CN(CC(C)C)c1nnc(N)s1 | . | 10 | . | -3 | -6 | -0.29 | 6 | 0.9 | 1
COC(=O)c1sccc1-c1ccc(C(=O)Nc2cccnc2)o1 | 4 | 0 | 0.3 | -2 | 9 | 0.21 | 1 | -3.2 | -1
COc1ccccc1NC(=O)N1CCCC1C(=O)Nc1ccc2c(c1)OCO2 (stereo not drawn) | 1 | 10 | 0.0 | -8 | 4 | 1.5 | 3 | 0.4 | -7
Cc1cc(C(=O)COC(=O)C(C)NC(N)=O)c(C)n1Cc1ccco1 (stereo not drawn) | -3 | 3 | 1.6 | -1 | -4 | 1 | -7 | -0.6 | -12
CN(C)/C=C(\C#N)C(=O)N/N=C/c1ccc(F)cc1 | 7 | 4 | 6.5 | 19 | -5 | 0.59 | -5 | -1.2 | -13
CS(=O)(=O)c1ccccc1COC(=O)Nc1ccc(Cl)cc1 | 3 | 1 | -0.2 | -1 | -1 | -0.75 | -7 | -1.9 | -4
CC(C)(C)NC(=O)CSc1nnc(SCC(=O)NC(C)(C)C)s1 | -16 | 2 | 4.6 | -1 | -11 | -0.38 | -3 | -0.8 | 0
Cn1cc(CN(CCO)Cc2cccs2)c(-c2ccccc2F)n1 | -2 | 6 | 1.6 | 22 | -3 | -0.29 | 6 | 0.0 | -6

Fetched by structure from above (2):
SMILES | Rad51 HR inh | FXIIa inh | L929 necroptosis | Hck Nef HTS | KLK5 inh | KCC2 mod | FXIa inh 1536 | TNF necrop inh | Thrombin inh
COC(=O)c1sccc1-c1ccc(C(=O)Nc2cccnc2)o1 | 4 | 0 | 0.3 | -2 | 9 | 0.21 | 1 | -3.2 | -1
COc1ccc2c(C)nc(Nc3nc(C)c(C)c(=O)[nH]3)nc2c1 | -3 | 13 | 113* | -3 | 3 | 0.075 | 3 | -19 | -3

(listing goes on)
SMILES | Rad51 HR inh | FXIIa inh | L929 necroptosis | Hck Nef HTS | KLK5 inh | KCC2 mod | FXIa inh 1536 | TNF necrop inh | Thrombin inh
COc1ccc(C)cc1S(=O)(=O)N1CCN(Cc2ccccc2)CC1 | -6 | 10 | 0.7 | 1 | 2 | -1.9 | 9 | 0.8 | 0
O=C(Nc1ccccc1N1CCOCC1)c1cccc(F)c1 | -1 | 14 | 0.4 | 21 | 7 | 0.36 | 1 | -0.1 | -2
COc1ccc(-c2nc3ccccn3c2/N=C/c2ccc(OC)c(OC)c2)cc1O | 10 | 2 | 1.5 | 8 | -9 | -0.95 | -2 | 1.0 | 3
Cc1cccc(CSc2ncnc3nc[nH]c23)c1 | 0 | -1 | 0.9 | 3 | -13 | -0.26 | -5 | -3.5 | -9
O=C(Nc1cccc(Br)c1)c1ccc2nc(N3C(=O)CCC3=O)sc2c1 | -4 | 13 | 0.2 | 2 | 3 | -1.1 | 5 | -2.6 | 2
CCOc1nc(-c2ccc(C)cc2)ccc1-c1noc(-c2cccnc2)n1 | -6 | 15 | 0.0 | 8 | -35 | 2.9* | -1 | -1.7 | 3
CCCCN(C)CCCNC(=O)c1cccc(N2CCCC2=O)c1 | -6 | -4 | -0.3 | -1 | -26 | -0.21 | -8 | -1.2 | 0
COC(=O)C1C(C(=O)OC)C1(c1ccccc1)c1ccccc1 (stereo not drawn) | 3 | 0 | -0.6 | 20 | -5 | 0.62 | -5 | -0.9 | -3
Cn1c(=O)c2c(-c3ccccc3)n(Cc3cccnc3)cc2n(C)c1=O | 3 | 22 | 0.0 | 0 | 18 | 0.54 | 14 | 0.2 | 3
COc1ccccc1-n1c(SCC(=O)O)nnc1-c1ccc(S(=O)(=O)N2CCCCC2)cc1 | 1 | 14 | 2.1 | -1 | -8 | . | 3 | 0.6 | 0
COc1ccc(N2CCN(C3=CC(=O)N(c4cccc(Cl)c4)C3=O)CC2)cc1 | 2 | 6 | 2.0 | 23 | -2 | 0.69 | -4 | 0.0 | .
O=C(CP(=O)(c1ccccc1)c1ccccc1)Nc1nc2ccccc2s1 | 4 | 6 | 2.4 | 9 | 2 | -0.41 | 3 | 5.1 | -1
CC1(C)C(=O)OC(/C=C\c2cccc([N+](=O)[O-])c2)C(C)(C)C1=O (stereo not drawn) | 11 | 2 | 3.8 | -10 | -2 | 0.13 | -6 | 0.5 | -8
CCCN(CCC)C(=O)c1c(NC(=O)CC)sc2c1CCCCC2 | -1 | 11 | -0.3 | 6 | -5 | -0.6 | 5 | -2.1 | 1
Cc1c2c(nc3ccccc13)CCC(C(C)(C)C)C2 (stereo not drawn) | -30 | 11 | -0.7 | 15 | -3 | -1.9 | 2 | -0.1 | -7
Cc1nc(N2CCN(Cc3ccccc3)CC2)nc2c1C(=O)CC(c1ccco1)C2 (stereo not drawn) | -1 | 17 | -0.1 | 2 | -12 | -1.4 | 3 | -0.7 | 1
COc1ccc(/C=N/NC(=O)CC(=O)N/N=C/c2ccc(OC)cc2)cc1 | 1 | 2 | 0.0 | 11 | -5 | 0.26 | -8 | 1.1 | -25
CCC(C)(C)NC(=O)C(c1ccc(C)cc1)N(Cc1cccs1)C(=O)c1ccc2c(c1)OCCO2 (stereo not drawn) | . | 18 | -0.1 | -1 | -15 | -0.85 | 5 | -2.9 | 3
CCN(CC)CCCNC(=O)c1nn(-c2cccc(OC)c2)c(=O)c2ccccc12 | 26 | 7 | -0.1 | 1 | -10 | -0.0033 | -4 | 0.7 | -3
COc1ccc(C2C(C(=O)NCc3ccccc3)=C(C)Nc3ncnn32)cc1OC (stereo not drawn) | -4 | 10 | 0.2 | -1 | -3 | -0.35 | -3 | -1.3 | 0
CN1CCOC(=O)/C1=N/Nc1cc(Cl)ccc1Cl | . | 11 | -0.7 | 6 | . | 0.59 | 0 | -1.1 | -2
COc1ccc(/C=C(\NC(=O)c2ccccc2)C(=O)N/N=C/c2ccncc2)cc1 | -4 | 30 | -0.1 | 1 | -8 | -0.4 | 19 | -3.3 | 10
COc1ccc(OC)c(C(=O)CSc2nc3ncccc3[nH]2)c1 | 1 | 8 | 2.6 | -13 | 4 | 0.08 | 2 | 1.9 | -2
OC1CCN(c2c3c(nc4cc(-c5ccc(Cl)cc5)nn24)CCC3)CC1 | -4 | 14 | 0.0 | 8 | -3 | -0.71 | 7 | -2.0 | 0
Cc1n[nH]c(C)c1N1C(=O)c2cccc3c(Br)ccc(c23)C1=O | -1 | 1 | -0.6 | 8 | -3 | -1.7 | -1 | -11 | -4
Cc1ccc(-c2noc(CCC(=O)Nc3ccc4c(c3)OCO4)n2)cc1 | -14 | 7 | -0.1 | -23 | 11 | -0.34 | -1 | -0.7 | -4
N#CC(C#N)=C1CCc2ccccc2N1 | 5 | 19 | -0.3 | -1 | -8 | -0.19 | 6 | -1.2 | 6
Cc1cccc(N2CCN(C(=S)c3ccc([N+](=O)[O-])cc3)CC2)c1 | -1 | 16 | 0.5 | 9 | -13 | 1.6 | 8 | 1.3 | -8
OCCC1CN(Cc2ccn[nH]2)CCN1Cc1ccc(F)c(F)c1 (stereo not drawn) | 6 | 12 | 0.5 | 6 | . | . | 3 | -0.2 | 1
Cc1ccc(-c2n[nH]c(=S)n2/N=C/c2sccc2C)cc1 | . | 9 | 1.4 | 7 | 3 | 19* | 4 | -0.9 | 1
O=C(NCc1ccccc1Cl)c1ccc(Br)o1 | 2 | . | 1.8 | 6 | -1 | 1.2 | 4 | 3.0 | 0

Among those listed so far, eight have an aryl thioether with sulfur outside any ring.
SMILES | Rad51 HR inh | FXIIa inh | L929 necroptosis | Hck Nef HTS | KLK5 inh | KCC2 mod | FXIa inh 1536 | TNF necrop inh | Thrombin inh
CCOC(=O)CSc1nc(-c2ccccc2)nc2c1oc1ccccc12 | -4 | -8 | 0.0 | 1 | 16 | 0.8 | -9 | -0.6 | -7
C=CCn1c(CCC(=O)Nc2ccc(C)c(Cl)c2)nnc1SCC(=O)Nc1ccccc1C | -4 | 8 | 1.3 | 0 | -8 | . | -6 | -4.3 | -4
CCC(C)c1c(O)nc(SCC(=O)N2CCOCC2)[nH]c1=O (stereo not drawn) | 1 | 10 | 0.5 | 0 | 0 | . | 2 | -0.2 | -5
CCNC(=S)NNC(=O)CSc1nc2ccccc2n1C | -1 | 0 | 0.9 | 3 | 0 | 0.12 | 0 | -0.2 | -8
CC(C)(C)NC(=O)CSc1nnc(SCC(=O)NC(C)(C)C)s1 | -16 | 2 | 4.6 | -1 | -11 | -0.38 | -3 | -0.8 | 0
Cc1cccc(CSc2ncnc3nc[nH]c23)c1 | 0 | -1 | 0.9 | 3 | -13 | -0.26 | -5 | -3.5 | -9
COc1ccccc1-n1c(SCC(=O)O)nnc1-c1ccc(S(=O)(=O)N2CCCCC2)cc1 | 1 | 14 | 2.1 | -1 | -8 | . | 3 | 0.6 | 0
COc1ccc(OC)c(C(=O)CSc2nc3ncccc3[nH]2)c1 | 1 | 8 | 2.6 | -13 | 4 | 0.08 | 2 | 1.9 | -2

These rows are one share of the data; the hit share may differ from the screen's.
